Screens deposited in PubChem by several laboratories.
APP 5'UTR act = APP 5'UTR luciferase reporter activation; activation, % at 2 µM; 190,000 compounds, 1% hits; AID 1276; SH-SY5Y APP 5'UTR luciferase reporter, luminescence; zero percent = DMSO vehicle wells;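 active = activation above a set limit, based on mean plus 3 SD of controls, cut at about 140% in these data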; also: values of inactives mirror those of a sister screen read the other way
STAT3 blocker = inhibitors of IL-6 induced STAT3 signaling; U3A cells, IL-6 STAT3-luciferase reporter, luminescence; host cell line lacks STAT1; inhibition, % at 5.5 µM; 190,000 compounds, 0.89% hits;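 active = inhibition above the mean inhibition across all screened compounds plus 3 SD, cut at about 44% in these data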;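 also: 0% = DMSO only wells and 100% = 100 µM nifuroxazide control wells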
STAT1 blocker = STAT1 signaling inhibition; NIH 3T3 STAT1-luciferase reporter, IFN-gamma, luminescence; inhibition, % at 5.5 µM; 200,000 compounds, 0.35% hits; AID 920;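 active = inhibition above a set limit, the mean inhibition across all tested compounds plus 3 SD, cut at about 34% in these data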;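 also: 0% = IFN-gamma with DMSO and 100% = IFN-gamma with 300 µM nifuroxazide; values of inactives mirror those of a sister screen read the other way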
Hsp70 act = transcriptional activators of Hsp70; HeLa Hsp70 promoter luciferase reporter, luminescence; scaled: vehicle 0, proteasome-inhibitor control 100%; 200,000 compounds, 0.04% hits; activation, % at 10 µM; AID 1203;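 active = activation above the mean across all tested compounds plus 3 SD, cutoff set per campaign, cut at about 5.5% in these data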;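 also: 100% = MG132 at 30 µM as the positive control and 0% = DMSO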
STAT1 act = increases IFN-gamma driven STAT1 reporter signal. NIH 3T3 STAT1-luciferase reporter, luminescence; 100% = IFN-gamma alone, no compound. 200,000 compounds, 2.6% hits. AID 932. activation (% of control), % at 5.5 µM;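 active = activation above the screen-wide mean activation plus 3 SD, cut at about 130% in these data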;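 also: raw ratio to IFN-gamma control signal so 100% means no change and 0% no light; values of inactives mirror those of a sister screen read the other way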
TLR4-MyD88 BLA = blocks binding of human TLR4 to MyD88; O00206+Q99836; HeLa CL3-4 TLR4/MyD88 BLA complementation, FRET ratio; inhibition, % at 8.4 µM; 200,000 compounds, 0.18% hits; AID 861; in the data active = inhibition above about 25%;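 also: 0% = vehicle and 100% = reference inhibitor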
Target sequence (O00206 whole entry, looked up): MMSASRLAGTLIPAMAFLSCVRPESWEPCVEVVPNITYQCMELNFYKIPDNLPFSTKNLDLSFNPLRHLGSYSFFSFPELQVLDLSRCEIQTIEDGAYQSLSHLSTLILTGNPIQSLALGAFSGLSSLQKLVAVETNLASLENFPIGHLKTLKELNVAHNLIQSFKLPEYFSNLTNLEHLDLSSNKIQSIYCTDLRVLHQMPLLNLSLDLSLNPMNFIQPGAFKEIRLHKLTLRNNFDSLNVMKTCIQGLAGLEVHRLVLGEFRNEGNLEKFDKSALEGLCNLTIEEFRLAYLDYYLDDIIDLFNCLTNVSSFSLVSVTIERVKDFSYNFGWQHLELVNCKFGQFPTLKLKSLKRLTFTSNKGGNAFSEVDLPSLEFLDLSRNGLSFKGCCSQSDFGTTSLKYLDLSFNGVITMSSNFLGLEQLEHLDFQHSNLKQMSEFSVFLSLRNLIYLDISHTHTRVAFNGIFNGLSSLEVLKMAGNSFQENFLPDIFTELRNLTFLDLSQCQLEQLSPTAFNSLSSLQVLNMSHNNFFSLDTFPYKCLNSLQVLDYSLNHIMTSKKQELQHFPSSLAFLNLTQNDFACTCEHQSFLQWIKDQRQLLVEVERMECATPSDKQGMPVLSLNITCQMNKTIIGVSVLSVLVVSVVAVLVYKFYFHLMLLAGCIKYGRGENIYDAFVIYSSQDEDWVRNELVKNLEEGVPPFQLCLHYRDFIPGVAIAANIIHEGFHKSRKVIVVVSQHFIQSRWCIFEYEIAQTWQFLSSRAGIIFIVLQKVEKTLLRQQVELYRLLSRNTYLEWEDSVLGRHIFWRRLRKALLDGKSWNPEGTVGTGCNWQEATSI
Target sequence (Q99836 whole entry, looked up): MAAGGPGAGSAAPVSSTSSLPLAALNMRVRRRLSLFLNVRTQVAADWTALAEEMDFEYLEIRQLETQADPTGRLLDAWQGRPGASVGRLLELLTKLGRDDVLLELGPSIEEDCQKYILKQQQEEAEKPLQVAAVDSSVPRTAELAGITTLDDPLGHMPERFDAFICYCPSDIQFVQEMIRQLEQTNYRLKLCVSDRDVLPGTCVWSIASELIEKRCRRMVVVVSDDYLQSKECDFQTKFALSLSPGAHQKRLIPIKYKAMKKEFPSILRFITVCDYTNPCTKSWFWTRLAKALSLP
STAT3 activator = STAT3 signaling activation | U3A cells, IL-6 STAT3-luciferase reporter, luminescence; 100% = signal with IL-6 EC80 alone | AID 871 | activation (% of control), % at 5.6 µM | 190,000 compounds, 0.91% hits;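 active = activation above the screen-wide mean of compound activation plus 3 SD, cut at about 130% in these data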;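 also: 0% = background luminescence of wells with medium and substrate only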
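Test system: STAT3-luciferase reporter U3A cells; Detection: reporter luminescence signal; Times: 1 h compound pre-exposure, 6 h IL-6 stimulation, 37 °C; Benchmarks: IL-6-only high control; Also added: IL-6 stimulus at 33 ng/mL final.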
DTT redox prof = compounds producing H2O2 with reducing agent – biochemical, NIH compound library profiling, artefact control for MLSCN library redox annotation, primary screen; DTT-dependent redox cycling H2O2, phenol red/HRP absorbance; 100% = 100 µM peroxide control, 0% = buffer; activation, % at 10 µM; 200,000 compounds, 0.03% hits;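 active = activation of at least 50% relative to the plate's high and low controls in the primary single-dose screen; inactive = activation below 50%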;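 also: compound incubated with DTT at 0.8 mM final as the reducing agent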
Efa HMGR inh = blocks class II HMG-CoA reductase of Enterococcus faecalis. purified E. faecalis HMGR, NADPH absorbance 340 nm kinetic. inhibition, % at 10 µM. 190,000 compounds, 0.41% hits. AID 1066;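 active = inhibition above a set limit, the median over all tested compounds plus 3 SD, cut at about 9.5% in these data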;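 also: enzyme runs in reverse so mevalonate oxidation gives rising NADPH absorbance; 0% = complete reaction with DMSO and 100% = background rate lacking mevalonate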
NF-kB expr up = raises NF-kB expression in human neuronal cells. NF-kB reporter expression; stronger effect = higher value. fold change at 12.5 µM. 190,000 compounds, 1.6% hits. AID 1239; in the data active = fold change above about 3.3
The depositor's hits bear a star; nt = not tested or not shown. This is a random part of the collection; overall some 5.6% were active at least once.

SMILES	APP 5'UTR act	STAT3 blocker	STAT1 blocker	Hsp70 act	STAT1 act	TLR4-MyD88 BLA	STAT3 activator	DTT redox prof	Efa HMGR inh	NF-kB expr up
O=C(NCc1ccncc1)C(=O)NCC(c1ccco1)N1CCN(c2ccccc2)CC1 (configuration not stated)	5.0	6.7	1.5	-0.2	96.0	-0.8	98.4	0.2	5.6	0.95
CC1(C)C2CC=C(/C=N/NC(=O)C3CC3)C1C2 (configuration not stated)	4.2	5.1	-4.8	-0.2	103.2	-2.0	102.4	0.3	4.3	1.13
CC(NS(C)(=O)=O)C(c1cccs1)N1CCN(c2ccccc2)CC1 (configuration not stated)	-2.8	2.1	-1.8	0.2	101.2	-2.0	100.0	1.2	6.7	1
CCOC(=O)NC(=S)Nc1cccc(NC(=S)NC(=O)OCC)c1	-6.3	7.5	-0.4	0.6	98.4	-20.2	98.3	0.4	-1.8	1.02
O=[N+]([O-])c1ccc(N2CCN(C(=S)Nc3cccc(F)c3)CC2)cc1	1.1	16.7	17.4	-0.2	82.9	9.5	89.2	-0.5	4.9	0.49
COc1cc(S(=O)(=O)N(Cc2ccccn2)Cc2ccco2)ccc1-n1cnnn1	2.4	4.1	1.1	-0.4	99.0	-5.4	97.4	-0.2	-6.9	1.08
Cc1ccc(-n2cccn2)c([C@@H]2C[C@H]3CN(C)C(=O)[C@]34CCCN24)c1	8.8	11.3	8.7	-0.1	91.3	-1.1	100.0	-0.6	2.3	1.29
CSc1ccccc1C(=O)NC1CCCCC1	2.0	-2.4	4.4	-0.2	95.9	-1.0	107.4	0.3	-3.8	1.02
COC(=O)CCCCC1SCC(NC(=O)c2ccccc2)C1OC(C)=O (configuration not stated)	9.5	3.4	1.6	0.1	97.3	-1.7	101.6	0.0	-0.5	1.11
CSc1nnc(CSc2cc(C)nc(N(C)C)n2)o1	-5.1	7.9	6.5	0.0	94.1	-16.2	95.5	0.1	-8.3	1.14
CC1(C)CC(=O)c2cc(C(=O)N3CCCCC3)c(=O)n(-c3ccc(Cl)cc3)c2C1	8.9	8.7	1.9	-0.4	98.3	-11.4	96.7	2.2	nt	nt
COc1cccc(-c2nn3c(-c4cccc(C)c4)nnc3s2)c1	1.5	7.1	-9.8	0.1	110.4	2.5	99.5	-1.5	3.3	1.7
C(=N\N1CCOCC1)/c1cn(-c2ccccc2)nc1-c1ccccc1	3.2	3.1	-8.5	-0.2	108.2	3.1	104.8	-0.5	-1.9	1.11
Cc1ccc2[nH]c3c(NCCCN4CCCC4=O)ncnc3c2c1	38.3	-2.0	6.8	-0.4	93.8	3.5	104.8	0.1	1.7	1.09
S=c1[nH]nc(-c2ccco2)n1-c1ccc(Cl)cc1	-2.3	1.7	-2.6	0.2	100.9	-8.5	102.4	-0.1	-0.2	1.18
COCCNc1nc(SCC(=O)N2CCN(c3ccccc3OC)CC2)nc2ccccc12	3.9	14.4	-5.2	-0.3	104.7	25.1*	90.9	-0.6	0.9	0.44
CC1=C(C(N)=O)C(c2ccc3c(c2)OCO3)n2nc(-c3cccc(C)c3)nc2N1 (configuration not stated)	1.8	9.7	25.0	-0.1	77.1	3.1	93.9	2.0	-3.3	1.13
CCOC(=O)Cc1csc(NC(=O)CCSc2ccccc2)n1	-8.0	13.6	-0.5	-0.3	97.8	4.9	92.5	-0.1	1.1	1.03
COc1ccc(-c2ccc(SCC(=O)NCc3ccco3)nn2)cc1	20.8	-8.7	-18.0	0.1	116.4	0.5	110.3	0.5	-12.0	1.33
CC1=CC(C)(C)N(C(=O)CSc2nnc(-c3ccccc3)o2)c2ccc(C)cc21	11.4	2.7	1.8	-0.4	98.4	5.9	102.0	-0.2	-8.8	0.87
CC(Oc1ccc(Cl)cc1Cl)C(=O)NCCCCc1ccccc1 (configuration not stated)	4.8	-5.9	5.1	-0.2	95.4	-7.8	105.6	-0.2	-1.8	0.98
COc1ccc(CNC(=O)CN2C(=O)NC3(CCCCCC3)C2=O)cc1OC	17.0	30.0	-1.5	-0.3	99.7	-12.6	81.0	-1.1	-0.9	1.17
O=C(Cn1nc(C(F)(F)F)c2c1CCCC2)Nc1ccc2c(c1)OCO2	-0.6	11.4	7.5	-0.1	93.1	4.3	98.6	1.2	0.3	1.47
COc1cccc(/C=N/Nc2ncnc(N)c2[N+](=O)[O-])c1OC	85.5	86.5*	58.9*	-0.5	45.9	11.1	28.4	-1.1	-1.2	1.71
COCc1c(C(=O)OCc2nc(N)nc(Nc3ccccc3C)n2)oc2ccccc12	7.6	7.7	1.6	0.7	98.5	2.0	98.3	2.3	-4.2	0.8
O=C(C(NS(=O)(=O)c1cccc2nsnc12)c1ccccc1)N1CCN(c2ccccc2)CC1 (configuration not stated)	2.1	7.1	1.6	-0.3	98.6	-15.6	98.1	-1.4	2.8	0.86
O=C(NCc1ccco1)c1cc(-c2cccc(Cl)c2)on1	8.7	5.2	-9.6	-0.1	108.8	-7.8	98.6	-0.2	-3.4	2.02
COc1cccc2c(=O)c3ccccc3oc12	22.9	9.6	-15.2	-0.2	114.9	-7.8	92.7	-1.0	-6.6	2.15
COc1ccc(-c2cc3nnc(-c4ccccc4)nc3s2)cc1	27.7	5.3	-37.5	0.0	134.6*	7.9	95.0	3.4	-2.3	1.09
CCOC(=O)c1ccc(N2C(=O)CC(SCC(=O)Nc3ccc(S(N)(=O)=O)cc3)C2=O)cc1 (configuration not stated)	-3.7	4.2	3.1	-0.1	97.3	0.7	103.8	-0.6	4.5	1.02
COc1ccc(/C=N/NC(=O)c2ccc(Cn3cc([N+](=O)[O-])cn3)o2)c(OC)c1C	8.0	21.6	3.5	-0.3	96.8	-0.6	88.0	-4.9	-3.5	1.32
N#CC(c1nc2ccccc2nc1N1CCCC1)S(=O)(=O)c1cccs1 (configuration not stated)	9.0	10.4	7.3	-0.4	93.3	12.8	96.6	6.9	-5.5	0.66
CNC(=O)CC12CC3CC(CC(C3)C1)C2	4.0	-5.1	2.8	-0.2	97.4	-10.8	104.5	2.2	-2.1	1.33
COC(=O)c1nnn(CC(=O)NC(=O)Nc2cccc(C)c2C)c1C(=O)OC	-8.4	7.8	8.7	-0.3	93.9	1.0	91.9	-0.8	-2.6	1.28
Oc1cccc2ccc(/C=C/c3c(F)cccc3Cl)nc12	136.4*	-19.2	0.0	0.1	97.0	1.1	120.3	0.4	2.5	5.44*
Cc1ccsc1/C=N/N1CCOCC1	8.3	13.0	2.8	-0.3	96.1	1.1	94.5	-1.9	-0.2	1.02
Cc1ccc(S(=O)(=O)Nc2nc3ccccc3s2)cc1[N+](=O)[O-]	-4.6	-22.5	-2.7	-0.3	100.9	-4.3	123.7	-0.3	-0.6	1.51
NS(=O)(=O)c1ccc(NC(=O)C2COc3ccccc3O2)cc1 (configuration not stated)	-5.8	13.7	3.4	-0.1	96.9	0.3	93.9	0.1	-10.0	1.19
O=C1N(Cc2ccccc2F)c2ccccc2C12OCCCO2	-16.7	-3.9	4.0	0.1	96.4	-7.6	107.0	-3.1	-5.9	1.23
O=C(/C=C/c1ccccc1)N/C(=C\c1ccco1)C(=O)O	-9.8	12.8	-4.0	-0.5	102.8	1.6	98.5	0.8	0.7	0.85
Cc1ccc(C)n1-c1cccc(N)c1	1.8	-20.1	0.7	-0.6	99.3	0.4	125.5	2.9	0.0	1.06
CCn1c(=NC(=O)CSC(C)=O)sc2cc(OC)ccc21	-1.3	0.6	-4.0	-0.1	103.6	4.2	103.9	0.5	-6.7	1.33
CC(=O)N=c1sc(C(C)(C)C)c(C)n1C	-6.3	10.1	2.9	-0.6	97.4	10.6	94.8	-0.2	-1.3	1.05
CCN(CC)S(=O)(=O)c1ccc(Oc2ccccc2)cc1	-15.2	-8.0	-5.7	-0.1	105.2	11.1	114.0	0.1	-2.8	1.04
CC1CCC(NCc2ccco2)CC1 (configuration not stated)	-18.3	-3.3	0.6	-0.4	99.1	6.4	102.8	0.0	-0.4	0.99
COc1ccc(NC(=O)CSc2nnc(NC(=O)c3ccc(S(=O)(=O)N4CCOCC4)cc3)s2)cc1	0.1	1.0	1.6	-0.2	98.6	-6.8	99.1	-0.2	-6.5	1.07
COc1cccc(C2CCCN2Cc2nc(-c3cnccn3)no2)c1 (configuration not stated)	-12.0	-4.3	-2.8	-0.1	100.8	1.4	105.7	-1.0	-1.3	0.91
CCOc1ccc(CN2CCN(Cc3cccn3-c3ncccn3)CC2CCO)cc1 (configuration not stated)	-2.9	5.2	-11.1	-0.4	108.5	-8.0	99.3	-1.3	-3.0	1.06
Cc1cc(Br)cc2c(C(=O)Nc3c(C)n(C)n(-c4ccccc4)c3=O)cc(-c3cccs3)nc12	-5.6	6.9	0.4	0.0	99.7	13.4	100.4	-1.3	0.0	0.4
CC1(N2CCCCC2)CC2(O)C(=[N+]1[O-])CCC/C2=N\O (configuration not stated)	8.6	-2.4	2.8	-0.2	97.5	15.0	105.4	0.0	-0.3	1.17
Additional compounds follow:
SMILES	APP 5'UTR act	STAT3 blocker	STAT1 blocker	Hsp70 act	STAT1 act	TLR4-MyD88 BLA	STAT3 activator	DTT redox prof	Efa HMGR inh	NF-kB expr up
Cc1ccc2cc(-c3noc(C(C)(C)C)n3)c(=O)[nH]c2c1	7.7	20.2	-0.6	-0.3	100.5	10.3	89.0	-3.1	-2.3	1.26
COc1ccc(/C=C/C(=O)Nc2cc(S(=O)(=O)N3CCOCC3)ccc2C)cc1OC	26.0	1.9	5.3	-0.5	95.7	2.3	99.0	-0.6	0.6	1
CCOC(=O)c1ccc(NC(=S)NC(=O)COc2ccccc2)cc1	5.6	1.2	-8.6	-0.3	107.6	-5.4	101.3	0.1	-2.0	1.02
COc1ccccc1Nc1nc(N)nc(CN2CCc3ccccc3C2)n1	6.2	-0.3	2.1	0.3	98.1	0.5	102.6	1.0	-4.0	0.95
Cc1ccc([N+](=O)[O-])cc1N/C=C1\CCCCC1=O	22.9	26.6	6.3	-0.2	92.4	2.0	81.7	-0.8	-8.9	1.63
C=CCn1c(SCC(=O)NC(=O)NC2CCCC2)nnc1C1CCCCC1	-8.4	5.9	5.1	0.1	95.3	-3.4	97.4	-0.6	-3.4	1
C=CCn1c(=O)c2ccccc2n2c(SCC(=O)NCc3cccs3)nnc12	2.2	4.2	-6.9	0.1	107.0	-1.0	101.9	-0.1	1.4	0.82
Cc1ccc(NC(=O)C(CC(C)C)NC(N)=O)cc1Cl (configuration not stated)	3.6	5.4	7.4	-0.5	93.2	6.0	91.4	0.0	-10.4	1.13

Two consecutive records already listed, quoted:
SMILES	APP 5'UTR act	STAT3 blocker	STAT1 blocker	Hsp70 act	STAT1 act	TLR4-MyD88 BLA	STAT3 activator	DTT redox prof	Efa HMGR inh	NF-kB expr up
Cc1ccc2cc(-c3noc(C(C)(C)C)n3)c(=O)[nH]c2c1	7.7	20.2	-0.6	-0.3	100.5	10.3	89.0	-3.1	-2.3	1.26
COc1ccc(/C=C/C(=O)Nc2cc(S(=O)(=O)N3CCOCC3)ccc2C)cc1OC	26.0	1.9	5.3	-0.5	95.7	2.3	99.0	-0.6	0.6	1
